BLM helicase inh = blocks DNA unwinding by human BLM helicase | P54132 | recombinant BLM DNA unwinding, fluorescence dequenching | Potency, µM (series often up to 56.1 µM), for the others: at the top dose activity change, negative = inhibition, actives largely listed as inhibitors | 350,000 compounds, 0.2% hits;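 note: plate controls were vehicle for no effect and no enzyme for full effect; nearly all actives have a fitted effect of over 35% in size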
Target sequence (P54132 whole entry, looked up): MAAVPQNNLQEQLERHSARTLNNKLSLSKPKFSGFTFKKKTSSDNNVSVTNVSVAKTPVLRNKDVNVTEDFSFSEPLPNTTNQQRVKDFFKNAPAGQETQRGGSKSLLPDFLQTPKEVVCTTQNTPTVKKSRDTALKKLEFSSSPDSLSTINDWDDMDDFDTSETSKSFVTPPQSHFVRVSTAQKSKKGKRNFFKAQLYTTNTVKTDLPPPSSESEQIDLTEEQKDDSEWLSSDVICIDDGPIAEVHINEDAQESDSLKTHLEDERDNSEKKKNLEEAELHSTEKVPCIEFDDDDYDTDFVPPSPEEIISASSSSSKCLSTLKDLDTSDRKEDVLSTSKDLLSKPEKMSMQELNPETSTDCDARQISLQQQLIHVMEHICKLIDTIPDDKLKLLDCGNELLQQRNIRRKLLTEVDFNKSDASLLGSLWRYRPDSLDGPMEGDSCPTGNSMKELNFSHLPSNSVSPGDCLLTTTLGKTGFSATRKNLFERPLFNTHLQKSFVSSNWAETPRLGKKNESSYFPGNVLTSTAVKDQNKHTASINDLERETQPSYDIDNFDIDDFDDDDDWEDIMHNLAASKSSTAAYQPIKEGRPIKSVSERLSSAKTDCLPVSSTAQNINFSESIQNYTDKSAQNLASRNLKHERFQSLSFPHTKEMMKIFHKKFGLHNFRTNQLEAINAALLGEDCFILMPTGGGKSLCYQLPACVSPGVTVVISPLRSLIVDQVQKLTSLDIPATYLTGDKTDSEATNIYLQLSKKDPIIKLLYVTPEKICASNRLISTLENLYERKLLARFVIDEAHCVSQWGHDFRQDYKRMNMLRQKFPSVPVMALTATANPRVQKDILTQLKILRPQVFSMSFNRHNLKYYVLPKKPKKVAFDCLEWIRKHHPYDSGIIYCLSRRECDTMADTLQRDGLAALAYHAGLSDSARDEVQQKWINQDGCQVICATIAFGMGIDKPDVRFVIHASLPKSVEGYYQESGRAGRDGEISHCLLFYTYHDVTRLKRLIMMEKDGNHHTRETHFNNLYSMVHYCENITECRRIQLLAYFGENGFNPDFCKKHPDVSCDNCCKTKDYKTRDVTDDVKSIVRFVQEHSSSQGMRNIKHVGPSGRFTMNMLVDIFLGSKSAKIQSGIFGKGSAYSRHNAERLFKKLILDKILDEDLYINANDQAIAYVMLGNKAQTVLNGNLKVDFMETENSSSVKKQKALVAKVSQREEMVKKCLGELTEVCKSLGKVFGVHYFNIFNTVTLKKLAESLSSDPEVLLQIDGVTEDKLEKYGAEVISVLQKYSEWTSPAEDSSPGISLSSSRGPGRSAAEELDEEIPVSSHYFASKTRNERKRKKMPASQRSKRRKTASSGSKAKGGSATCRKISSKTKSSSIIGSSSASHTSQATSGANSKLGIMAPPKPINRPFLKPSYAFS
APE1 inh = APE1 (human) endonuclease inhibition; AID 2517; P27695; recombinant APE1, TAMRA/BHQ-2 abasic DNA cleavage fluorescence; 350,000 compounds, 0.35% hits; Potency, µM (top dose mostly 65.8 µM), for the others: at the top dose activity change, negative = inhibition, actives largely listed as inhibitors;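 note: plate controls were vehicle for no effect and reference inhibitor for full effect; nearly all actives have a fitted effect of over 55% in size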
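Step 1: APE1 (0.75 nM) with compound, 15 min RT. Step 2: add 50 nM fluorophore/quencher THF duplex. Step 3: three fluorescence reads 60 s apart (525/598 nm); read 3 minus read 1 = reaction progress.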
Anesthetic bind = candidate novel general anesthetic via apoferritin binding. P02791. apoferritin/1-aminoanthracene competitive binding, fluorescence. Potency, µM (titrated, usually from 77.5 µM), for the others: top-dose activity change, negative = displacement, usual class: inhibitors. 350,000 compounds, 0.074% hits. AID 485281; note: nearly all actives have a fitted effect of over 20% in size
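Horse-spleen apoferritin (10 uM) in 50% saturated 1-aminoanthracene in PBS was incubated 10 min at room temperature with compound. Fluorescence (ex 380, em 535 nm) was normalized to free and bound 1-AMA, with concentration-response fitted by a four-parameter Hill equation.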
* hit, by the source's call; ? = inconclusive; & = joins results of further samples; [ ] = remark or other dose. Calls come from the whole dose curve; as a rule, active = well fitted curve in the direction sought with a large enough effect; inconclusive = small, poorly fitted or top-dose-only effect, or another doubt; inactive = no such curve, though single readings can be large; an effect the other way counts as inactive or inconclusive. Unless noted, % is set by controls: 0 for no effect and ±100 for the full control effect; potency is the fitted concentration of half-maximal effect. A portion of the library. The share of hits here may be higher or lower than overall.

Order of values – Anesthetic bind | APE1 inh | BLM helicase inh
CO[C@H]1COC(=O)[C@@H](Cc2ccccc2)NC(=O)[C@@H](C)COC(=O)C/C=C\[C@@H]1C
  0%[15.3 µM] | 9%[12.4 µM] | 3%[12.4 µM]
COC(=O)[C@@]1(Cc2ccccc2)[C@H]2c3cc(C(=O)N4CCCC4)n(Cc4ccc(S(C)(=O)=O)cc4)c3C[C@H]2CN1C(=O)c1ccccc1
  -17% | -3% | -13%
O=C1C=C[C@@H](O)[C@H]2[C@@H]3C(=O)N(Cc4ccccc4)C(=O)[C@@H]3CC[C@H]12
  5%[15.3 µM] | 16%[12.4 µM] | 2%[12.4 µM]
CCC/C=C(\CCC)C(NC(=O)Oc1ccc(F)cc1)c1ccc(C(=O)OC)cc1 (centres undefined)
  0% | 0% | -7%
CO[C@H]1COC(=O)[C@H]2CCCN2C(=O)C/C=C\[C@@H](C)[C@H](OC)COC(=O)[C@@H](OCc2ccccc2)/C=C\[C@@H]1C
  -5%[15.3 µM] | 16%[12.4 µM] | 1%[12.4 µM]
Nc1nc(-c2ccc(Cl)c(Cl)c2)c(-c2ccncc2)s1
  -10% | -10% | -5%
CCOC(=O)OCC1C=C[C@H](c2cc(-c3ccccc3)ccc2O)C(c2ccc(C(C)=O)cc2)O1 (some centres undefined)
  -7%[15.3 µM] | ? | -9%[12.4 µM]
CCC1=C(OC(=O)N(CC)CC)N2C(=O)OC(=NCCOC)[C@]2(C)[C@H]2C1=CC[C@H]1C(=O)NC(=O)[C@H]12
  -5% | -9% | 0%
COC(=O)[C@@]1(Cc2ccc(F)cc2)[C@H]2c3cc(C(=O)N(C)C)n(Cc4cc(F)c(F)c(F)c4)c3C[C@H]2CN1C(=O)c1ccccc1
  4% | 0% | 1%
O=C(O)c1ccc2c(c1)C(=O)N([C@@H](C(=O)O)C(c1ccccc1)c1ccccc1)C2=O
  -1% | -5% | -1%
C=C(CC1([C@@H](NP(=O)(c2ccccc2)c2ccccc2)[C@H]2C[C@@H]2CCCC)CC1)c1cccc(OC)c1
  -7% | 2% | -20%
CC1CCC2C(=O)N3C(CCC(C)[C@@H]3c3cccc(N4CCOCC4)c3)C(=O)N2C1c1cccc(N2CCOCC2)c1 (some centres undefined)
  1%[15.3 µM] | 27%[12.4 µM] | 5%[12.4 µM]
CC(=O)OC[C@H]1O[C@@H](CCO/N=C2/[C@H]3O[C@@H]3[C@@H](O)[C@H]3[C@H]2CCn2c(=O)n(-c4ccccc4)c(=O)n23)C=C[C@@H]1OC(C)=O
  11%[15.3 µM] | 37%[activator][12.4 µM] | -12%[12.4 µM]
C=CC[C@@H]1C=C[C@H](O/N=C(\C)CCN2CCc3nc(CC)c(CC)cc3C2)[C@H](CO)O1
  1%[15.3 µM] | 41%[activator][12.4 µM] | 2%[12.4 µM]
CO[C@@H]1COC(=O)C/C=C\[C@@H](C)[C@@H]2C=C[C@H](O)[C@@H](COC(=O)CCC[C@H]1C)O2
  -6%[15.3 µM] | 3%[12.4 µM] | 2%[12.4 µM]
CCCCNc1nc(C)nc2c1nc(-c1ccccc1)n2CC1CCCN1CC (centres undefined)
  1% | ? | -9%
CC(=O)OCC1OC(C#Cc2ccc(F)cc2F)C=CC1OC(C)=O (centres undefined)
  -6%[15.3 µM] | -1%[12.4 µM] | -3%[12.4 µM]
COC(=O)NC(c1cccc(C)c1)C(C(C)=O)C(=O)OC (centres undefined)
  -4%[15.3 µM] | 9%[12.4 µM] | -2%[12.4 µM]
Cc1nc(NCCO)c2nc(-c3ccccc3)n(CC3CCN(C)CC3)c2n1
  -10% | -7% | 4%
Cc1nc(NCc2ccccc2)c2nc(-c3ccccc3)n(CCN3CCOCC3)c2n1
  -5% | ? | -10%
COC(=O)c1ccc(C(NC(=O)OCc2ccccc2)/C(=C/[C@@H](C)C(=O)N(C)C)c2cccnc2)cc1 (some centres undefined)
  -8% | 0% | -3%
CCOC(c1cc(OC)cc([N+](=O)[O-])c1OC)C(C)C(OC)[C@@H](C)/C=C/CC(=O)OC (some centres undefined)
  -12%[15.3 µM] | -9%[12.4 µM] | 0%[12.4 µM]
COC(C(C)/C=C/CC(=O)OCCCc1ccccc1)C1CCCCC1 (centres undefined)
  3%[15.3 µM] | 32%[activator][12.4 µM] | 4%[12.4 µM]
COC(=O)C/C=C\[C@@H](C)[C@@H](/C=N\O[C@@H](C)c1cn([C@H](CO)Cc2ccccc2)nn1)OC
  -6%&-8%[15.3 µM] | 22%&-2%[12.4 µM] | 3%&-1%[12.4 µM]
COC(=O)[C@@H]1O[C@@H](c2c(OC)c(OC)c(C)c(OC)c2OC)[C@H](C)[C@@H](O)[C@@H]1C
  -4%[15.3 µM] | 15%[12.4 µM] | -1%[12.4 µM]
Cc1ccc(OC2C(O)COC2/C=C/C#Cc2ccc(C(C)(C)C)cc2)cc1 (centres undefined)
  -7%&-9%[15.3 µM] | 14%[12.4 µM] | -5%&-3%[12.4 µM]
O=C(/C=C\c1ccc2c(c1)OCO2)c1ccc(F)cc1
  -12%[15.3 µM] | 33%[activator][12.4 µM] | -7%[12.4 µM]
CCCn1c(-c2ccc(F)cc2)nc2c(N3CCN(CCn4ccnc4)CC3)nc(C)nc21
  7% | -1% | 2%
N#Cc1nc(Nc2ccccc2)nc(NC2CCCC2)n1
  -11% | -3% | -10%
COC(=O)[C@@]1(Cc2ccc(OC)cc2)[C@H]2c3cc(C(=O)N(C)C)n(CCc4ccccn4)c3C[C@H]2CN1C(=O)c1ccccc1
  -15% | -5% | 2%
CCCC[C@@H]1C[C@H]1C(NC(=O)c1ccc(-c2ccccc2)cc1)c1ccc(-c2ccccc2)cc1 (some centres undefined)
  -1% | 0% | -3%
COc1ccc(S(=O)(=O)Nc2cc(OC)cc3cccnc23)cc1
  -4% | -2% | 0%
CC(C)(C)N1C(=O)[C@H]2[C@H]3[C@H](O)[C@H](O)C/C(=N/OCc4ccccc4)[C@@H]3CC[C@@H]2C1=O
  -3%[15.3 µM] | ? | -4%[12.4 µM]
CC(C)[C@H](O)C1=CCCCC1=O
  -10%[15.3 µM] | 1% | 3%
O=C1C[C@H](c2ccccc2)[C@@H](c2ccc(Br)cc2)O1
  -6%[15.3 µM] | -1%[12.4 µM] | 1%[12.4 µM]
CCCCCCC/C=C/C1=CC2(C)CC1(C)C(CCCCCCC)CC2=O (centres undefined)
  -12%[15.3 µM] | 9%[12.4 µM] | 5%[12.4 µM]
CCCn1c(C)nc2c(N3CCC(N(C)C)C3)nc(C)nc21 (centres undefined)
  -9% | -1% | 4%
Cc1ccc(S(=O)(=O)N[C@H]2COC(=O)C/C=C\[C@@H](C)COC(=O)C/C=C\[C@@H]2C)cc1
  -14%&-13%[15.3 µM] | ? | -4%&0%[12.4 µM]
C/C=C\C1=CCCC1Nc1ncnc2ccc(-c3c(C)noc3C)cc12 (centres undefined)
  -12% | -12% | -12%
CC(=O)OCC1OC(C#CC2=CCCCC2)C=CC1OC(C)=O (centres undefined)
  -1%[15.3 µM] | 11%[12.4 µM] | 3%[12.4 µM]
CCOC(=O)CCN1C(=O)[C@H]2[C@H]3[C@H](O)[C@H](O)C/C(=N/NC(=O)OCC)[C@@H]3CC[C@@H]2C1=O
  -2%[15.3 µM] | 9%[12.4 µM] | -1%[12.4 µM]
COC(=O)[C@@]1(Cc2ccc(OC)cc2)[C@@H]2[C@@H](CC(=O)[C@H]2CC(=O)C(=O)N2CCCC2)CN1C(=O)c1ccccc1
  -8% | -6% | -4%
CCN1C(C)=C(C(=O)OC)C(c2ccccc2)N2C(=O)[C@@]3(C(=O)OC)O[C@@]12C1C(=O)N(c2ccccc2)C(=O)C13 (some centres undefined)
  -15%[15.3 µM] | ? | 2%[12.4 µM]
CC(C)CO/N=C1/C[C@@H](O)[C@@H](O)[C@@H]2[C@@H]3C(=O)N(C(C)(C)C)C(=O)[C@H]3CC[C@H]12
  -4%[15.3 µM] | ? | 1%[12.4 µM]
COC(=O)c1ccc(C(NC(=O)OCc2ccccc2)/C(C)=C/[C@@H](C)C(=O)N[C@@H](CO)Cc2ccccc2)cc1 (some centres undefined)
  -1% | 3% | -1%
CCCCC#CC1C=CC(Oc2ccc(OC)cc2)C(CO)O1 (centres undefined)
  -15%[15.3 µM] | 4%[12.4 µM] | -1%[12.4 µM]
COC(=O)NC(c1cccc(C)c1)[C@]1(C(C)=O)CCOC1=O (some centres undefined)
  -5%[15.3 µM] | -10%[12.4 µM] | -11%[12.4 µM]
CCCn1c(-c2ccc(F)cc2)nc2c(NCC(C)(C)CN(C)C)nc(C)nc21
  -12% | -2% | -15%
CCC1=C2CC[C@H]3C(=O)N(CC)C(=O)[C@H]3[C@H]2[C@@]2(C)C(=NCCc3c[nH]c4ccccc34)OC(=O)N2C1=O
  -6% | -2% | 4%
CCN(CC)CCn1c(-c2ccccc2)nc2c(NCCO)nc(C)nc21
  -6% | -1% | 1%
COC(=O)NC(/C(C(=O)OC)=C(\C)NCc1ccccc1)c1ccc(Cl)cc1 (centres undefined)
  -7%[15.3 µM] | 0%[12.4 µM] | 2%[12.4 µM]
CCCn1c(-c2ccc(F)cc2)nc2c(NCCN3CCOCC3)nc(C)nc21
  3% | 9% | 4%
C/C(CCC(=O)OC[C@@H]1O[C@H](C#Cc2ccccc2)C=C[C@@H]1Oc1ccc(C)cc1)=N/OC[C@@H](O)[C@H]1O[C@H]2OC(C)(C)O[C@H]2[C@@H]1O
  2%[15.3 µM] | 11%[12.4 µM] | -5%[12.4 µM]
CC(=O)OCC1OC(c2ccc3c(c2)OCO3)C=CC1OC(C)=O (centres undefined)
  2%[15.3 µM] | 17%[12.4 µM] | -1%[12.4 µM]
CCC[C@@H]1C[C@@]1(CCC)[C@@H](NC(=O)Oc1ccccc1)c1ccc(C(=O)OC)cc1
  -9% | -10% | -14%
COC(=O)[C@@H]1C[C@@H]2CC[C@@H](O)C[C@@H]2N1CC1CCCCC1
  -22% | -6% | -8%
CCC/C=C(\CCC)C(NS(=O)(=O)c1cccs1)c1ccc(C(=O)OC)cc1 (centres undefined)
  -12% | 0% | -17%
Fc1ccc(-c2nc3n(c2-c2ccncc2)CCS3)cc1
  -6% | 18% | 1%
COC(=O)c1ccc(C(NC(=O)OCc2ccccc2)/C(=C/[C@@H](C)C(=O)NCc2ccncc2)c2cccnc2)cc1 (some centres undefined)
  -10% | -1% | 4%
CCOc1ccccc1-c1nnc2n1N=C(c1ccc(OC)cc1)CS2
  -21% | -5% | 2%

A few values from the entries so far:
Result for COC(=O)c1ccc(C(NC(=O)OCc2ccccc2)/C(C)=C/[C@@H](C)C(=O)N[C@@H](CO)Cc2ccccc2)cc1 (some centres undefined) under Anesthetic bind: -1%
Result for CC(C)[C@H](O)C1=CCCCC1=O under APE1 inh: 1%

Later entries.
Order of values – Anesthetic bind | APE1 inh | BLM helicase inh
CCCCNc1nc(C)nc2c1nc(-c1ccccc1)n2CCCCN(CC)CC
  -8% | 9% | -14%
CCOC(=O)CCCCC1=CC2=CC(=O)C(C)(O)C(=O)C2=CO1 (centres undefined)
  -4%[15.3 µM] | 3%[12.4 µM] | -2%[12.4 µM]
COC(=O)[C@H](Cc1ccccc1)NC(=O)[C@@H](C)CO
  28%[15.3 µM] | 36%[activator][12.4 µM] | 5%[12.4 µM]
CCCCCCC#CC1C=CC(OC(=O)OCC)C(COC(=O)OCC)O1 (centres undefined)
  -10%[15.3 µM] | -8%[12.4 µM] | -3%[12.4 µM]
COC(=O)C1(C)C=C2C(=C(c3ccccc3)C(=O)C2C)CN1 (centres undefined)
  -2% | -11% | -4%
CSCC[C@@H]1NC(=O)C/C=C\[C@@H](C)COC(=O)[C@@H](CCSC)NC(=O)C/C=C\[C@@H](C)COC1=O
  3%[15.3 µM] | ? | 2%[12.4 µM]
C[C@@]1(C(NC(=O)c2ccccc2)c2ccc(-c3ccccc3)cc2)C[C@H]1C1CCCCC1 (some centres undefined)
  -8% | -3% | -4%
COC(=O)c1ccc(C(NC(=O)OCc2ccccc2)/C(I)=C/[C@@H](C)C(=O)NCc2ccc(C)o2)cc1 (some centres undefined)
  ? | -7% | -5%

One compound at a time, from the list above.
COC(=O)C1(C)C=C2C(=C(c3ccccc3)C(=O)C2C)CN1 (centres undefined) as listed: Anesthetic bind: -2%; APE1 inh: -11%; BLM helicase inh: -4%
CCCC[C@@H]1C[C@H]1C(NC(=O)c1ccc(-c2ccccc2)cc1)c1ccc(-c2ccccc2)cc1 (some centres undefined) as listed: Anesthetic bind: -1%; APE1 inh: 0%; BLM helicase inh: -3%
COC(=O)c1ccc(C(NC(=O)OCc2ccccc2)/C(=C/[C@@H](C)C(=O)NCc2ccncc2)c2cccnc2)cc1 (some centres undefined) as listed: Anesthetic bind: -10%; APE1 inh: -1%; BLM helicase inh: 4%
